High-throughput results (PubChem BioAssay)
HEK293 tox: kills HEK 293 cells. HEK 293 viability, ATP luminescence (CellTiter-Glo), 48-72 h. Potency, µM (doses to about 115 µM), for the others: top-dose activity change, negative = cytotoxicity, usual class: inhibitors. 94,000 tested, 6.6% active; note: potency is the fitted concentration of half-maximal effect; nearly all actives have a fitted effect of over 60% in size
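ATP-coupled CellTiter-Glo luminescence served as viability read-out, recorded 10 min after reagent addition at room temperature. HEK 293 cells, 250 cells/well, had been incubated with pintool-transferred compound for 48 or 72 hr at 37 degree Celsius.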
Luciferase inh: inhibitors of firefly (Photinus pyralis) luciferase | P08659 | purified P. pyralis luciferase, luminescence, biochemical | Potency, µM (series often up to 115 µM), for the others: at the top dose activity change, negative = inhibition, usual class: inhibitors | 76,000 tested, 2.5% active | AID 1347043; note: potency is the fitted concentration of half-maximal effect; nearly all actives have a fitted effect of over 65% in size
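Luminescence read by CCD imager after adding enzyme (10nM final) to wells holding compound, titrated in qHTS. Substrates 10uM each D-luciferin and ATP; buffer 50mM Tris acetate pH 7.5, 10mM Mg acetate, Tween-20, BSA.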
IP6K1 inhibitor: IP6K1 kinase inhibition. Q92551. IP6K1 kinase, ADP-Glo luminescence, 2 h; hits give low values. activity change, % (series mostly up to about 58 µM). 140,000 tested, 0.81% active; in the data active = activity change below about -25%
Target sequence (Q92551 whole entry, looked up): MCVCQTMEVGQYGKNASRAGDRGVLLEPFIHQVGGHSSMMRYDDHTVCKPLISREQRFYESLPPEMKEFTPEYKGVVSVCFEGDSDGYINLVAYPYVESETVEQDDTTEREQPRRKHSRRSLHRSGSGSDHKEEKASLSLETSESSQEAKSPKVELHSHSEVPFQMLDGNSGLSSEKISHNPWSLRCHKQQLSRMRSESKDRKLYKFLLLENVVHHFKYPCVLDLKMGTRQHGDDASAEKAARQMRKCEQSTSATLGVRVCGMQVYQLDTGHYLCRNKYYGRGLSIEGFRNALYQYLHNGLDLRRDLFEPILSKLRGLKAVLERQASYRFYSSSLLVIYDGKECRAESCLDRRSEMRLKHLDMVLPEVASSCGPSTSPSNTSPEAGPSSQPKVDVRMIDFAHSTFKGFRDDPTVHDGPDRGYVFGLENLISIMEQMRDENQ
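ADP-Glo luminescence measures ADP made by human IP6K1 during a 2 h RT reaction with ATP/IP6 (mix at 1.3 mM/130 uM); top library doses 57.5 and 19.1 uM final.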
SNCA expr inhib: reduces expression of the alpha-synuclein gene | HEK-293 SNCA-luciferase knock-in, luminescence, 24 h | Potency, µM (series often up to 57.2 µM), for inactives: at the top dose activity change, negative = inhibition, most hits filed as inhibitors | 140,000 tested, 0.17% active | AID 1671194;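 note: potency is the fitted concentration of half-maximal effect; plate controls were DMSO cells for no effect and cell-free wells for full effect; nearly all actives have a fitted effect of over 45% in size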
GPT2 inhibitor: inhibitors of human GPT2 alanine aminotransferase; Recombinant GPT2, coupled pyruvate oxidase/HRP Amplex Red fluorescence; Potency, µM (series often up to 57.7 µM), without a hit: at the top dose activity change, negative = inhibition, most hits filed as inhibitors; 100,000 tested, 0.25% active; AID 1671188; note: potency is the fitted concentration of half-maximal effect; nearly all actives have a fitted effect of over 60% in size; many of its hits are not listed in these tables
Target sequence (Q8TD30 whole entry, looked up): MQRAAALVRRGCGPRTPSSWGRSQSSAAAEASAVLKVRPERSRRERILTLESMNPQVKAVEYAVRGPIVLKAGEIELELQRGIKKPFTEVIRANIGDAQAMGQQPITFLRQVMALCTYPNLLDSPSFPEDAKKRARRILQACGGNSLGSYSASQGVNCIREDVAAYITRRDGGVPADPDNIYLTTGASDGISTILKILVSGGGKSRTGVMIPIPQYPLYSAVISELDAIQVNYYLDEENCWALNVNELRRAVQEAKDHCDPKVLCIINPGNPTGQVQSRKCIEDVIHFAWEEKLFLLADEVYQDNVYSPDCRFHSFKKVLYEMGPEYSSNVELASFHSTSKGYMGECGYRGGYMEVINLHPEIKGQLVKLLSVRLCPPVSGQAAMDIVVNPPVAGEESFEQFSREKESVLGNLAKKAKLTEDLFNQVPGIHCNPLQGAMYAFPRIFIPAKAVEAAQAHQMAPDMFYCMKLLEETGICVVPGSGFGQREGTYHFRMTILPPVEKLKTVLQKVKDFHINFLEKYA
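Fluorescence of coupled pyruvate oxidase/HRP/Amplex Red system (50uM Amplex, 30 min, dark) reports pyruvate formed by GPT2. Enzyme reaction: 10ng/uL GPT2, 2mM L-alanine, 250uM a-KG, 30 min room temperature, pH 7.5; 50uM AOA control.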
HEK293 viab: counter-screen for SNCA expression inhibitors: cell viability; Potency, µM (doses to about 57.1 µM), without a hit: at the highest dose activity change, negative = cytotoxicity, usual class: cytotoxic; AID 1671193; HEK-293-SNCA-luc viability, GF-AFC fluorescence, 24 h; 150,000 tested, 0.12% active;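 note: potency is the fitted concentration of half-maximal effect; 0% = DMSO-treated cells and -100% = medium-only wells without cells; nearly all actives have a fitted effect of over 30% in size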
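HEK-293-SNCA-luc cells (1500/well) plated 24 h, then exposed 24 h to a dilution series; GF-AFC added 30 min at 37C, fluorescence 405/540 nm; normalised to medium-only and DMSO wells, Hill fit.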
NIH3T3 tox: NIH 3T3 cell cytotoxicity | NIH 3T3 viability, CellTiter-Glo ATP luminescence, 48-72 h | Potency, µM (top dose mostly 96.7 µM), without a hit: at the highest dose activity change, negative = cytotoxicity, actives largely listed as inhibitors | 94,000 tested, 4.3% active | AID 1345082; note: potency is the fitted concentration of half-maximal effect; nearly all actives have a fitted effect of over 55% in size
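Luminescent ATP readout (CellTiter-Glo, 10 min RT) after 48 or 72 hr compound exposure of NIH 3T3 cells seeded at 400 cells/well in 1536-well format; quantitative HTS.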
An asterisk follows results filed as active; & = joins results of further samples; [ ] = another dose, or the depositor's remark. Unless noted, calls come from the whole dose curve; as a rule, active = well fitted curve in the direction sought with a large enough effect; inconclusive = small, poorly fitted or top-dose-only effect, or another doubt; inactive = no such curve, though single readings can be large; an effect the other way counts as inactive or inconclusive. Unless noted, % is set by controls: 0 for no effect and ±100 for the full control effect.

Cc1cnn(CCC(=O)N2CCCCCCNC(=O)[C@@H]3CCCC[C@@H]32)c1 was read as HEK293 tox -9.8%, Luciferase inh -1.0%, IP6K1 inhibitor 5.7, SNCA expr inhib -10.5%, GPT2 inhibitor inactive, HEK293 viab 3.7% and NIH3T3 tox -21.9%.
Screening CC(C)Oc1ccc2c(NC(=O)C3(C(N)=O)CC3)nn(CC(F)(F)F)c2c1 returned HEK293 tox -14.7%, Luciferase inh -1.0%, IP6K1 inhibitor 18.8, SNCA expr inhib 3.7%, GPT2 inhibitor -23.5%[11.5 µM], HEK293 viab 2.7% and NIH3T3 tox -19.9%.
`O=C(Nc1cc(F)ccc1Cl)c1cc2n(n1)CC(c1ccc3c(c1)OCO3)OC2` (centres undefined) gave HEK293 tox inconclusive, Luciferase inh inconclusive, IP6K1 inhibitor -7.5, SNCA expr inhib 17.7%, GPT2 inhibitor inactive, HEK293 viab 8.8% and NIH3T3 tox -19.7%.
Screening COC(=O)c1ccc(Cn2nnc3sc4c(c3c2=O)CCC(C)C4)cc1 (centres undefined) returned IP6K1 inhibitor -11.6, SNCA expr inhib 175.6%[activator] and HEK293 viab 8.0%.
For O=C(Cc1ccc(F)cc1)N1CCC2(CC1)CCN(Cc1cccs1)c1ccccc1O2 the results were HEK293 tox -17.7%, Luciferase inh -0.7%, IP6K1 inhibitor 12.0, SNCA expr inhib -16.7%, GPT2 inhibitor -5.7%, HEK293 viab inconclusive and NIH3T3 tox -22.9%.
Screening CCCCN(CC)C(=O)CSc1c2c(nc3ccc(Cl)cc13)CCCC2 returned IP6K1 inhibitor -2.0, SNCA expr inhib inconclusive and HEK293 viab inconclusive.
For O=C(c1nccc2ccccc12)N1CCC(Cc2nc(C3CC3)n[nH]2)C1 (centres undefined) the results were HEK293 tox -15.7%, Luciferase inh -11.2%, IP6K1 inhibitor -1.5, SNCA expr inhib 25.0%, GPT2 inhibitor inactive, HEK293 viab 11.9% and NIH3T3 tox -23.8%.
`Cc1ccc(C(=O)CSc2nnc(-c3ccccc3)n2-c2ccccc2)cc1` gave IP6K1 inhibitor 5.5, SNCA expr inhib -0.3% and HEK293 viab 2.0%.
`CCN(CC)C(=O)Cn1c(=O)n(-c2ccc(Cl)cc2)c(=O)c2c3c(sc21)CCCCC3` gave IP6K1 inhibitor -8.1, SNCA expr inhib 1.1% and HEK293 viab inconclusive.
`CC[C@H]1CN2CCc3cc(OC)c(OC)cc3[C@H]2C[C@@H]1C[C@@H]1NCCc2cc(OC)c(OC)cc21` gave SNCA expr inhib 0.607µM*, GPT2 inhibitor 4.4% and HEK293 viab inconclusive.
Screening CC(Cc1cc2c(c(C(N)=O)c1)N(CCCO)CC2)NCCOc1ccccc1OCC(F)(F)F (centres undefined) returned IP6K1 inhibitor 5.4, GPT2 inhibitor -11.2% and HEK293 viab -16.0%.
`Cc1ccc(C)c(CN2C(=O)c3ccccc3Sc3ccc(C(=O)NCc4ccco4)cc32)c1` gave IP6K1 inhibitor -19.1, SNCA expr inhib 2.9% and HEK293 viab 14.6%.
For CNC(=O)[C@H]1C[C@H](Oc2ccccc2)CN1S(=O)(=O)c1c(C)noc1C the results were HEK293 tox inactive, Luciferase inh 0.0%, IP6K1 inhibitor -0.3, SNCA expr inhib 2.5%, GPT2 inhibitor -2.9%, HEK293 viab -2.1% and NIH3T3 tox inactive.
For COc1ccc(C2(C(=O)N(C)Cc3cccc(OC(F)(F)F)c3)CCOCC2)cc1 the results were HEK293 tox inconclusive, IP6K1 inhibitor -22.7, SNCA expr inhib -23.0%, GPT2 inhibitor -10.1%, HEK293 viab -7.0% and NIH3T3 tox inconclusive.
`COCCNC(=O)[C@@H]1C[C@H](Oc2ccccc2)CN1C(=O)c1cnc(C)cn1` gave HEK293 tox 2.9%, Luciferase inh 7.0%, IP6K1 inhibitor 2.1, SNCA expr inhib -16.0%, GPT2 inhibitor -18.9%, HEK293 viab -6.7% and NIH3T3 tox inactive.
Screening Cc1ccc(C)c(NC(=O)N2CC(n3cc(COc4ccccc4)nn3)C2)c1 returned HEK293 tox -4.9%, Luciferase inh 1.9%, IP6K1 inhibitor 24.1, SNCA expr inhib -16.7%, GPT2 inhibitor inactive, HEK293 viab -7.1% and NIH3T3 tox -15.2%.
CCNC(=O)[C@@H]1C[C@H](NC(=O)c2oc(C)nc2C)CN1C1CCOCC1 was read as HEK293 tox inconclusive, Luciferase inh -0.8%, IP6K1 inhibitor 6.5, SNCA expr inhib -4.4%, GPT2 inhibitor 2.4%, HEK293 viab 1.2% and NIH3T3 tox -2.5%.
`CCCCOc1ccc(CNC(=O)c2cc3n(n2)CCCN(Cc2ccc(C)cc2)C3=O)cc1` gave IP6K1 inhibitor -5.6, SNCA expr inhib inconclusive and HEK293 viab -4.6%.
For COc1ccc(-c2nc(C)c(CCNC(=O)c3cccc(C)c3)s2)cc1OC the results were IP6K1 inhibitor 1.8, SNCA expr inhib 139.2%[activator] and HEK293 viab inconclusive.
`Cc1cccc(NC(=O)CN2C(=O)CSc3ccc(S(=O)(=O)N4CCCC4)cc32)c1C` gave IP6K1 inhibitor 11.3, SNCA expr inhib 6.5% and HEK293 viab -19.5%.
`NC1CCN(c2cccc(Cl)n2)CC1` gave IP6K1 inhibitor -7.9, SNCA expr inhib 3.7%, GPT2 inhibitor 4.4% and HEK293 viab 2.5%.
COCCn1c(SCC(=O)c2c(C)[nH]c3ccccc23)nc2cc(C(=O)NC(C)C)ccc2c1=O was read as IP6K1 inhibitor 6.9, SNCA expr inhib -16.3% and HEK293 viab 0.6%.
Cc1ccc(-c2nc(C3CC(=O)N(c4ccc(Cl)cc4)C3)no2)cc1 (centres undefined) was read as HEK293 tox inconclusive, Luciferase inh -9.7%, IP6K1 inhibitor 13.6, SNCA expr inhib 13.6%, GPT2 inhibitor inactive, HEK293 viab 2.2% and NIH3T3 tox -20.7%.
`O=C(c1ccccn1)N1CCC(N(Cc2cccnc2)C2CCOCC2)CC1` gave HEK293 tox -20.3%, Luciferase inh -2.9%, IP6K1 inhibitor -4.8, SNCA expr inhib 7.3%, GPT2 inhibitor 4.9%, HEK293 viab 15.1% and NIH3T3 tox 0.9%.
Screening CCC(Cc1ccccc1)NC(=O)c1ccc2nc(N3CCC(C)CC3)sc2c1 (centres undefined) returned IP6K1 inhibitor -7.5, SNCA expr inhib 178.0%[activator] and HEK293 viab 10.8%.
Cc1nc(C(C)C)ncc1C(=O)N1CCC2(CCCN(C)C2=O)C1 (centres undefined) was read as HEK293 tox 1.1%, Luciferase inh 2.1%, IP6K1 inhibitor 22.6, SNCA expr inhib -15.1%, GPT2 inhibitor inactive, HEK293 viab 13.3% and NIH3T3 tox inactive.
`CC(NC(=O)Cc1cccn1-c1cccc(Cl)c1)c1cccnc1` (centres undefined) gave HEK293 tox -0.5%, Luciferase inh 9.4%, IP6K1 inhibitor -2.4, SNCA expr inhib 5.4%, GPT2 inhibitor inconclusive, HEK293 viab -13.8% and NIH3T3 tox -2.1%.
`COC(=O)c1sccc1S(=O)(=O)N1CCN(c2cc(Cl)ccc2C)CC1` gave IP6K1 inhibitor -7.4, SNCA expr inhib 23.8% and HEK293 viab 15.7%.
For COc1cc(CN2CCC(C)(C#N)CC2)ccc1OCC(O)CN1CCOCC1 (centres undefined) the results were HEK293 tox -6.6%, Luciferase inh 2.6%, IP6K1 inhibitor -3.1, SNCA expr inhib 8.4%, GPT2 inhibitor inactive[11.5 µM], HEK293 viab -6.4% and NIH3T3 tox -1.7%.
`CCS(=O)(=O)N1CCC(c2noc(COc3ccc(F)cc3)n2)C1` (centres undefined) gave HEK293 tox inconclusive, Luciferase inh 0.0%, IP6K1 inhibitor -1.6, SNCA expr inhib 4.1%, GPT2 inhibitor -1.7%, HEK293 viab 7.5% and NIH3T3 tox -8.5%.
CC1(C)NC(=O)N(CCC(=O)N2CCCCC2c2noc(COCc3ccc(F)cc3)n2)C1=O (centres undefined) was read as HEK293 tox -21.1%, IP6K1 inhibitor -11.1, SNCA expr inhib 32.9%[activator], GPT2 inhibitor inactive, HEK293 viab 14.3% and NIH3T3 tox -18.2%.
Screening CCOC(=O)N1CCC(NC(=O)c2cnn(-c3cccc(C)c3)c2C2CCN(C(=O)OC(C)(C)C)CC2)CC1 returned IP6K1 inhibitor 0.4, SNCA expr inhib 13.3% and HEK293 viab 2.1%.
For O=[N+]([O-])c1cccc(-c2noc([C@@H]3C[C@@H](O)CN3Cc3cccs3)n2)c1 the results were HEK293 tox inconclusive, Luciferase inh inconclusive, IP6K1 inhibitor 14.8, SNCA expr inhib 65.5%[activator][87.6 µM], GPT2 inhibitor -13.3%[88.5 µM], HEK293 viab 1.8%[87.6 µM] and NIH3T3 tox inconclusive.
Cc1cc(C(C#N)c2ccc(Cl)cc2)c(Cl)cc1NC(=O)c1cc(I)cc(I)c1O (centres undefined) was read as IP6K1 inhibitor -7.0&16.4, SNCA expr inhib -41.4%[25.6 µM], GPT2 inhibitor -8.1%&2.3% and HEK293 viab 2.8%.
Screening O[C@H]1[C@H](NCc2cccc(C(F)(F)F)c2)[C@@H](c2cccnc2)C[C@H]1O returned HEK293 tox -5.2%[172 µM], Luciferase inh 3.7%[172 µM], IP6K1 inhibitor 1.4, SNCA expr inhib -6.4%[87.6 µM], GPT2 inhibitor 3.3%[88.5 µM], HEK293 viab -2.3%[87.6 µM] and NIH3T3 tox -10.3%[138 µM].
Screening COCCO[C@H]1C(=O)N(C2CCN(S(=O)(=O)c3cccnc3)CC2)[C@H]1c1ccncc1 returned HEK293 tox -9.1%, Luciferase inh -11.8%, IP6K1 inhibitor 0.3, SNCA expr inhib 14.1%, GPT2 inhibitor 0.7%, HEK293 viab -6.0% and NIH3T3 tox -8.9%.
`CN(Cc1ccccc1)S(=O)(=O)c1nnc(NC(=O)c2ccccc2)s1` gave IP6K1 inhibitor -7.9, SNCA expr inhib 0.1% and HEK293 viab -17.9%.
Screening CC(=O)c1c(C)n(-c2ccc(Cl)cc2)c2ccc(OC(=O)COc3ccccc3)cc12 returned IP6K1 inhibitor -9.3, SNCA expr inhib inconclusive and HEK293 viab 4.5%.

3 neighbouring records from above:
Screening CCOC(=O)N1CCC(NC(=O)c2cnn(-c3cccc(C)c3)c2C2CCN(C(=O)OC(C)(C)C)CC2)CC1 returned IP6K1 inhibitor 0.4, SNCA expr inhib 13.3% and HEK293 viab 2.1%.
For O=[N+]([O-])c1cccc(-c2noc([C@@H]3C[C@@H](O)CN3Cc3cccs3)n2)c1 the results were HEK293 tox inconclusive, Luciferase inh inconclusive, IP6K1 inhibitor 14.8, SNCA expr inhib 65.5%[activator][87.6 µM], GPT2 inhibitor -13.3%[88.5 µM], HEK293 viab 1.8%[87.6 µM] and NIH3T3 tox inconclusive.
Cc1cc(C(C#N)c2ccc(Cl)cc2)c(Cl)cc1NC(=O)c1cc(I)cc(I)c1O (centres undefined) was read as IP6K1 inhibitor -7.0&16.4, SNCA expr inhib -41.4%[25.6 µM], GPT2 inhibitor -8.1%&2.3% and HEK293 viab 2.8%.
